Compound activity from PubChem.
ASM inhibitor: inhibitors of human secretory acid sphingomyelinase; P17405; placental ASM, HMU-PC fluorogenic substrate, 60 min; Potency, µM (doses to about 57.5 µM), for inactives: top-dose activity change, negative = inhibition, most hits filed as inhibitors; hit rate 0.006% among 340,000; AID 504937; also: potency is read from the fitted curve at half-maximal effect
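Fluorescence read-out (Ex 386 nm, Em 447 nm) after stopping the reaction at pH 10. Enzyme: ASM from human placenta; substrate HMU-PC0, 9 uM final; 60 min, 37 °C. Compound preincubation 10 min, ambient temperature.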
hERG WT inh: KCNH2 (human, wildtype) channel inhibition; Q12809; U2OS, BacMam KCNH2, thallium flux FluxOr; hits give low values; activity change, % at 1.84 µM; hit rate 0.37% among 340,000; AID 720551;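 active = maximum activity change below -70%; inconclusive = maximum activity change between -70% and -50%; inactive = maximum activity change above -50%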; also: % is scaled to controls: 0 for no effect and ±100 for the full control effect
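U2OS cells were transduced with wild-type KCNH2 virus (2.03 x 10^8 / mL) for 4 h at room temperature, then cultured overnight at 37 C. Thallium flux was read with FluxOr dye. Rate constants were normalized to DMSO controls.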
AT treatment: potential ataxia-telangiectasia treatments restoring KAP-1 phosphorylation. […] A-T fibroblasts, KAP-1 phosphorylation AlphaLISA; neocarzinostatin DNA damage 30 min before lysis. Potency, µM (highest dose often 57.5 µM), inactives show at the highest dose activation, actives largely listed as activators. hit rate 0.19% among 320,000; also: potency is read from the fitted curve at half-maximal effect; % of control where 0% means no effect; nearly all actives have a fitted effect of over 45% in size
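ATM-like activity read as KAP-1 phosphorylation via AlphaLISA donor/acceptor antibody pairs after lysis and 6 hr at 25C. Cells were ATM-null patient fibroblasts ([…], hTERT), dosed 60 min, then exposed to the DSB inducer NCS for 30 min.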
FBPA coupling cs: counter-screen for Giardia aldolase inhibitors: coupling enzyme system; hit rate 0.67% among 290,000; activity change, negative = inhibition, % at 58.2 µM, hits read low; AID 2472; coupling enzyme system counterscreen, AmpLite Red fluorescence; in the data active = activity change below about -30%; also: % is scaled to controls: 0 for no effect and ±100 for the full control effect
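Activity here indicates interference with the coupling reaction, not aldolase inhibition. Compounds at 57.5 uM final met coupling enzymes for 10 min at RT; substrate and AmpLite Red detection followed, with a 525/598 nm fluorescence read after 20 min.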
MBNL1 CUG block: inhibitors of human MBNL1 binding to CUG repeat RNA; TR-FRET MBNL1-His/biotin-(CUG)12 binding, 665/545 ratio; Potency, µM (highest dose often 57.5 µM), inactives show at the top dose activity change, negative = inhibition, hits mostly inhibitors; hit rate 0.036% among 280,000; active = well fitted inhibition curve with a large enough effect in the signal ratio, with a control signal flat, not every such curve was filed as active; inconclusive = small, poorly fitted or top-dose-only effect, or effect the other way, or a change in a side signal; inactive = no such curve, though single readings can be large or run the other way; the % refers to the signal ratio; also: potency is read from the fitted curve at half-maximal effect; % is scaled to controls: 0 for no effect and ±100 for the full control effect
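Inhibition of protein-RNA binding appears as loss of TR-FRET between terbium anti-His antibody on MBNL1-His and streptavidin-XL665 on biotin-(CUG)12. Activity is normalized to buffer-only and uninhibited-complex controls.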
CXXC DNA block: blocks binding of human MLL CXXC domain to DNA; Q03164; MLL-CXXC / FITC-HOXA9 DNA fluorescence polarization; hit rate 0.037% among 290,000; Potency, µM (titrated, usually from 115 µM), for inactives: at the highest dose activity change, negative = inhibition, usual class: inhibitors; AID 2662; active = well fitted inhibition curve with a large enough effect in the polarisation, with a control signal flat, not every such curve was filed as active; inconclusive = small, poorly fitted or top-dose-only effect, or effect the other way, or a change in a side signal; inactive = no such curve, though single readings can be large or run the other way; the % refers to the polarisation; also: potency is read from the fitted curve at half-maximal effect
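Purified MLL-CXXC (added from a 7 uM solution) was preincubated 5 min at ambient with pinned compounds in 50 mM Tris-HCl pH 7.5, 50 mM NaCl, 1 mM DTT, 0.05% BSA. Fluorescein-labeled HOX-A9 DNA (50 nM solution) followed, 30 min, then polarization read.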
KCNH2 3.1 inh: KCNH2 3.1 (human) potassium channel inhibition; U2OS KCNH2 3.1, thallium flux FluxOr; hits give low values; activity change, % (tested at about 1.8 µM); hit rate 0.95% among 340,000; AID 720553;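 active = maximum activity change below -70%; inconclusive = maximum activity change from -70% to -50%; inactive = maximum activity change above -50%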;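 also: thallium influx rate constant from kinetic fluorescence after stimulation buffer; % is scaled to controls: 0 for no effect and ±100 for the full control effect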
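Thallium flux read-out: FluxOr dye with Red40 quencher in HBSS/HEPES, 45 min at RT. Rate constants from kinetic reads were normalized to positive and negative DMSO controls. Cells: U2OS virally expressing the 3.1 isoform.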
GALK inhibitor: inhibitors of human galactokinase. Purified GALK, Kinase-Glo residual ATP luminescence. Potency, µM (top dose mostly 57.5 µM), without a hit: top-dose activity change, negative = inhibition, actives largely listed as inhibitors. P51570. hit rate 0.007% among 270,000. AID 1868; also: potency is read from the fitted curve at half-maximal effect; % is scaled to controls: 0 for no effect and ±100 for the full control effect
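GALK at 5 nM final was combined with compound, 35 uM ATP and 100 uM galactose in HEPES pH8.0 with MgCl2 and DTT. The reaction ran one hour at room temperature before luminescent ATP detection.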
Integrin act MD: activators of alpha7 integrin expression for muscular dystrophy; alpha7betagal myoblasts, beta-gal FDG fluorescence, 48 h; Potency, µM (series often up to 38.3 µM), for the others: at the top dose activation, hits mostly activators; hit rate 0.064% among 350,000; AID 624291;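 also: potency is read from the fitted curve at half-maximal effect; 100% = response of the positive control SU9516; nearly all actives have a fitted effect of over 60% in size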
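alpha7betagal+/- myoblasts (passage 13, 250/well) treated 48 h at 37C with compounds at 1:260 dilution of DMSO stock. Lysed, then beta-galactosidase activity read as FDG fluorescence (ex 480/em 540) after 30 min, with pre-read for autofluorescence.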
TRPV1 ag: agonists of human vanilloid receptor 1 (TRPV1) | Q8NER1 | TRPV1-expressing cells, Fluo-8 calcium influx, agonist mode | activation, % at 8.33 µM | hit rate 0.19% among 320,000 | AID 540275; in the data active = activation above about 80%; inconclusive = between about 30% and that limit; also: 0% is about no effect
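Cells expressing TRPV1 were dye-loaded with Fluo-8 and read kinetically: 10 s baseline, 3 min after compound (agonist portion), then 2 min after EC20 capsaicin (allosteric enhancer portion). Calcium-bound dye fluorescence at 480/520 nm.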
Starred values were filed as active, the others as inactive; i = inactive; u = inconclusive; x = not tested or not shown; & = joins results of further samples; [ ] = dose if it differs, or a comment. Unless noted, calls follow the shape of the dose curve; as a rule, active = well fitted curve in the direction sought with a large enough effect; inconclusive = small, poorly fitted or top-dose-only effect, or another doubt; inactive = no such curve, though single readings can be large; an effect the other way counts as inactive or inconclusive.

nr	SMILES	ASM inhibitor	hERG WT inh	AT treatment	FBPA coupling cs	MBNL1 CUG block	CXXC DNA block	KCNH2 3.1 inh	GALK inhibitor	Integrin act MD	TRPV1 ag
1	Cc1ccc(N2C(=O)NC(NS(=O)(=O)c3ccccc3)(C(F)(F)F)C2=O)cc1C (stereo not drawn)	5%	2	8%	x	u	5%	-10	4%	-8%	-4
2	COc1ccccc1CNC(=O)CSc1ccc(-c2cccs2)nn1	-4%	10	-2%	0	3%	0%	-4	-3%	16%	-12
3	CCCCN(C(=O)COc1ccc(C)cc1OC)c1c(N)n(CCC)c(=O)[nH]c1=O	1%	4	22%	2	5%	35%[activator]	4	1%	0%	1
4	CCC1C(=O)NCCN1C(=O)c1ccc2nc(Cc3cccc(Cl)c3)oc2c1 (stereo not drawn)	1%	5	8%	6	10%	-8%	x	3%	u	-3
5	Cc1cc(C)c2cc(C#N)c(N3CCCN(C(=S)NCCCN(C)C)CC3)nc2c1	157%[activator]	1	9%	0	12%	4%	1	1%	-67%[inhibitor]	7
6	C=CCc1cccc(OC)c1OCCOCCn1ccnc1	7%	-1	9%	0	9%	-3%	-2	1%	17%	-4
7	COc1cccc(CNC(=O)c2c[nH]n3c(=O)c(Cl)c(C)nc23)c1	14%	4	5%	-3	-4%[11.5 µM]	6%	-4	x	12%	-3
8	COC(=O)c1[nH]c2cc(OC)ccc2c1N=CN(C)C	8%	-10	-2%	-4	6%	-2%	14	-2%	16%	-3
9	COc1ccc(S(=O)(=O)NCC2CCCN(C(=O)c3cccnc3C)C2)cc1 (stereo not drawn)	-4%	7	0%	1	-11%	9%	-30	4%	-5%	-2
10	OCCC1CN(Cc2nc3c(s2)CCCC3)CCN1Cc1ccsc1 (stereo not drawn)	5%	8	8%	-1	-12%	-9%	7	1%	3%	0
11	COc1ccccc1[C@H]1C(c2cccc(Cl)c2)=NN(c2ccccc2)[C@@H]1CO	i	-1	10µM*	-4	x	x	-22	x	-41%	x
12	COc1ccccc1CNC(=O)COC(=O)c1ccc(-n2cnnn2)cc1	0%	3	1%	x	x	x	4	x	22%	14
13	CCCNC(=O)c1ccc(Cl)c(Cl)c1	-3%	14	1%	7	7%	-7%	13	0%	-2%	23
14	Cc1ccc(S(=O)(=O)N2CCC(=O)N(CCOCc3ccc(C(F)(F)F)cc3)CC2)cc1	-1%	1	-24%	-2&0	-11%	16%	-11	x	-11%	23
15	Cc1cccnc1Nc1nc(-c2ccccn2)cs1	2%	-8	0%	-1	5%	u	-9	-3%	-60%[inhibitor]	u
16	COc1ccc(-c2cn[nH]c2N)cc1	0%	-17	3%	7	-2%	19%	13	1%	32%	-2
17	CCCc1cc(C(=O)NNC(=S)NCc2ccccc2)cs1	-4%	-3	x	2	3%	-1%	-6	1%	5%	19
18	COc1ccc(/C=C/C(=O)NC(=S)NNC(=O)Cc2cccs2)cc1OC	-3%	-2	x	0	15%	-25%	10	2%	-11%	4
19	Cc1snc2sc(C(=O)c3ccc(Br)cc3)c(N)c12	-4%	-9	3%	1	-7%	32%[activator]	-11	0%	-27%	-4
20	NC1CCCCC1N=Cc1c(O)n(CCc2ccc(F)cc2)c(=O)[nH]c1=O (stereo not drawn)	2%	-8	1%	-20	-1%	1%	-14	2%	19%	0
21	COc1ccc(S(=O)(=O)N2CCc3ccccc32)cc1OC	0%	5	17%	-9	-4%	0%	12	-10%	u	-3
22	COc1ccc(/C=N/NC(=O)c2cc(C34CC5CC(CC(C5)C3)C4)[nH]n2)cc1O	u	-13	0%	-1	7%	15%	-1	-1%	-2%	u
23	C(=C\c1nc(N2CCCCCC2)c2ccccc2n1)/c1ccccc1	-10%	22	2%	-7	-3%	-13%	u	0%	-65%[inhibitor]	u
24	c1ccc(-c2ccccc2OCCN2CCCCC2)cc1	4%	0	2%	0	x	-8%	-1	0%	-22%	3
25	COc1cccc(-c2ncc3ccccc3c2COC(=O)CCCC(=O)O)c1	4%	-4	-11%	x	x	x	-24	x	38%	-6
26	Cc1sc2nc(C)n(/N=C/c3ccc(O)cc3)c(=O)c2c1C	-1%	-3	4%	0	u	-21%	0	-2%	11%	10
27	COc1ccccc1NC(=O)c1nnn(Cc2ccccc2)c1NC(C)=O	3%	-7	-3%	0	0%	-2%	-3	1%	-2%	-2
28	COc1ccccc1-n1c(=O)c(C#N)c(-c2ccc([N+](=O)[O-])cc2)c2cc(C(=O)c3ccccc3O)cnc21	-6%	-1	-1%	1	u	-6%	-10	-1%	-29%	0
29	CCN(CC)c1ccc(/C=N/NC(=O)CNC(=O)C2COc3ccccc3O2)c(O)c1 (stereo not drawn)	74%	3	8%	4	2%	u	-4	1%	-2%	9
30	O=C(CC1CCCCC1)NCCCN1CCOCC1	3%	-17	6%	-11	-3%	-8%	-1	6%	5%	0
31	COc1cccc(CNC(=O)c2ccc(Cl)c(NC3=NC4CS(=O)(=O)CC4S3)c2)c1 (stereo not drawn)	5%	-4	-1%	x	-3%	7%	-3	1%	11%	0
32	CC(=O)/C=C\c1ccccc1OC(=O)c1cc2ccccc2oc1=O	-3%	-3	13%	1	u	-8%	3	6%	-54%[inhibitor]	6
33	CC(C)CCNC(=O)C1CCN(c2nnc(-n3cccc3)s2)CC1	-2%	0	-6%	0	-5%	2%	-1	-1%	-9%	1
34	CC[C@]1(c2ccccc2OC)ON(c2ccccc2C(F)(F)F)C1=O	0%	5	35%	x	x	x	27	x	-42%	15
35	O=C(CSC1=NCCS1)N1CCc2ccccc21	2%	-9	0%	1	1%	14%	2	-1%	-47%[inhibitor]	9
36	CC(C)CCNC(=O)c1cccc(S(=O)(=O)N2CCc3ccccc32)c1	0%	-2	1%	0	-2%	8%	12	0%	19%	8
37	O=C(CCc1c[nH]c2ccccc12)N=Nc1c(O)[nH]c2ccccc12	-4%	-9	2%	-1	u	8%	x	7%	5%	3
38	O=C1CC(NCc2ccncc2)C(=O)N1c1ccccc1 (stereo not drawn)	3%	-5	11%	1	1%	-2%	21	0%	-5%	0
39	CCC1CCC(N2CCN(c3cccc(OC)c3)CC2)CC1 (stereo not drawn)	2%	31	5%	-1	5%	5%	-20	2%	-19%	-1
40	CN(CC(=O)NCCc1ccc(F)cc1)Cc1cccc(Cl)c1	8%	-9	14%	0	-8%	12%	-12	0%	5%	u
41	Cc1ccc(S(=O)(=O)NC(C)(C)CSc2nncn2C)cc1	3%	-22	0%	1	2%	-6%	4	-4%	8%	-2
42	COc1ccc(C(=O)OCC(=O)NCc2ccco2)cc1S(=O)(=O)N1CCN(c2cccc(Cl)c2)CC1	-9%	-21	0%	0	-1%	3%	-46	0%	5%	2
43	Cc1ccc(C2c3c(oc4ccccc4c3=O)C(=O)N2CCCN2CCOCC2)o1 (stereo not drawn)	-1%	3	-3%	-2	6%	9%	13	0%	-27%	1
44	COC(=O)C(NC(=O)c1ccco1)(Nc1nc(C)cs1)C(F)(F)F (stereo not drawn)	2%	19	-1%	0	-1%	0%	0	12%	16%	11
45	COc1ccc(/C=N/NC(=O)C[n+]2ccccc2)c(OC)c1OC	5%	0	1%	9	x	2%	18	1%	2%	1
46	Cc1ccc(NC(=O)CN(C)C(=O)c2nn(C)c(=O)c3ccccc23)cc1	1%	11	4%	0	x	-7%	13	-1%	-8%	x

Given in transposed form: part of the list above.
26) Cc1sc2nc(C)n(/N=C/c3ccc(O)cc3)c(=O)c2c1C
27) COc1ccccc1NC(=O)c1nnn(Cc2ccccc2)c1NC(C)=O
compound no.	26	27
ASM inhibitor	-1%	3%
hERG WT inh	-3	-7
AT treatment	4%	-3%
FBPA coupling cs	0	0
MBNL1 CUG block	u	0%
CXXC DNA block	-21%	-2%
KCNH2 3.1 inh	0	-3
GALK inhibitor	-2%	1%
Integrin act MD	11%	-2%
TRPV1 ag	10	-2
